T cruzi HTS – intracellular Trypanosoma cruzi inhibition; 22,000 tested, 4.9% active; activity score (inhibition), % at 5.01 µM; intracellular Trypanosoma cruzi in host cells, plate reader; in the data active means activity score above about 55%; inconclusive means no clear call, values can overlap the other calls;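 further: parasites and compound incubated about four days before reading; 0% = median of neutral control wells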
INS-1E ATP HTS – preserves ATP levels in cytokine-treated INS-1E cells; protection from cytokine-induced ATP loss, % at 10 µM; INS-1E cytokine-induced death, ATP luminescence, 48 h; normalised: neutral wells 0, positive control 100; 20,000 tested, 0.1% active;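 active means mean replicate protection from cytokine-induced ATP loss at least 50% and at least 75% of replicates each reaching 50%; inconclusive means meets only one of the two criteria, mean or replicate share; inactive means fails both the mean and replicate share criteria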
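Test system: INS-1E rat cells | Quantity: 8000 cells per well | Medium: Phenol-red-free RPMI with 5% fetal bovine serum | Reagent: Cytokine cocktail of IFN-γ, TNF-α and IL-1β | Doses: One compound concentration, pin transfer | Timing: 48 h co-treatment, 10 min post-lysis read | Technique: Luminescent ATP assay (CellTiter-Glo)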
* hit, by the source's call; ? = inconclusive; . = not tested or not shown. Not all compounds are listed, so the mix of outcomes need not match the whole.

SMILES	T cruzi HTS	INS-1E ATP HTS
C[C@@H]1CN([C@@H](C)CO)C(=O)c2cccc(NC(=O)NC3CCCCC3)c2O[C@@H]1CN(C)S(=O)(=O)c1cn(C)cn1	34	9
C[C@@H]1CN([C@@H](C)CO)C(=O)Cc2cc(NC(=O)Cc3ccccc3)ccc2O[C@@H]1CN(C)S(=O)(=O)c1ccc(F)cc1	35	-6
C[C@H]1CN([C@@H](C)CO)C(=O)c2cccc(NC(=O)c3nc4ccccc4s3)c2O[C@H]1CN(C)Cc1ccc(C(F)(F)F)cc1	49	-48
C[C@@H]1CN([C@@H](C)CO)C(=O)c2cccc(NC(=O)c3ccc(-c4nccs4)cc3)c2O[C@H]1CN(C)Cc1ccc(C(F)(F)F)cc1	?	-49
Cc1ccc(S(=O)(=O)N(C)C[C@H]2Oc3c(NC(=O)c4ccc(-c5nccs5)cc4)cccc3C(=O)N([C@H](C)CO)C[C@@H]2C)cc1	50	5
C[C@H]1CN([C@@H](C)CO)C(=O)c2cccc(NC(=O)CCCCCC(=O)Nc3ccccc3N)c2O[C@@H]1CN(C)S(=O)(=O)c1ccc(F)cc1	25	5
C[C@H]1CN([C@@H](C)CO)C(=O)c2cccc(NC(=O)Nc3ccc(F)cc3)c2O[C@@H]1CN(C)C	-3	19
CC(C)NC(=O)Nc1ccc2c(c1)C(=O)N([C@H](C)CO)C[C@H](C)[C@@H](CN(C)C)O2	8	9
C[C@H]1CN([C@@H](C)CO)C(=O)CCCn2nncc2CO[C@H]1CN(C)C(=O)Nc1cccc(F)c1	-12	.
Cc1ccc(S(=O)(=O)Nc2ccc3c(c2)CC(=O)N([C@H](C)CO)C[C@@H](C)[C@H](CN(C)S(=O)(=O)c2ccccc2)O3)cc1	-19	11
COC(=O)N(C)C[C@H]1OCc2cn(nn2)CCCC(=O)N([C@@H](C)CO)C[C@H]1C	-11	.
C[C@H]1CN([C@@H](C)CO)C(=O)c2cc(NS(=O)(=O)c3cccs3)ccc2O[C@H]1CN(C)C(=O)Nc1ccc(F)cc1	-13	-9
COc1ccc(CN(C)C[C@H]2Oc3ccc(NC(=O)Nc4ccc(F)cc4)cc3CC(=O)N([C@@H](C)CO)C[C@H]2C)cc1	12	-2
Cc1ccc(S(=O)(=O)N(C)C[C@H]2Oc3ccc(NC(=O)C4CCCCC4)cc3C(=O)N([C@@H](C)CO)C[C@@H]2C)cc1	11	-3
Cc1ccc(S(=O)(=O)N(C)C[C@@H]2Oc3ccc(NC(=O)Nc4ccc5c(c4)OCO5)cc3CC(=O)N([C@H](C)CO)C[C@H]2C)cc1	-4	-2
COc1ccc(CN(C)C[C@@H]2Oc3ccc(NC(=O)Cn4cnnn4)cc3C(=O)N([C@H](C)CO)C[C@@H]2C)cc1	0	-3
C[C@@H]1CN([C@@H](C)CO)C(=O)c2cccc(NC(=O)c3ccc(-c4nccs4)cc3)c2O[C@@H]1CN(C)S(=O)(=O)c1ccc(Cl)cc1	38	-32
C[C@H]1CN([C@@H](C)CO)C(=O)CCCn2nncc2CO[C@H]1CN(C)S(=O)(=O)c1ccc(Oc2ccccc2)nc1	11	.
COc1ccc(NC(=O)Nc2cccc3c2O[C@@H](CN(C)C(=O)Nc2ccc(OC)cc2)[C@H](C)CN([C@H](C)CO)C3=O)cc1	-12	3
CC(C)NC(=O)Nc1ccc2c(c1)C(=O)N([C@H](C)CO)C[C@H](C)[C@H](CN(C)C(=O)NC(C)C)O2	-26	.
C[C@H](CO)N1C[C@H](C)[C@H](CN(C)C(=O)Nc2ccc3c(c2)OCO3)Oc2ccc(NC(=O)Nc3cccc4ccccc34)cc2C1=O	1	-1
C[C@H](CO)N1C[C@H](C)[C@H](CN(C)C)Oc2c(NC(=O)c3ccc(-c4nccs4)cc3)cccc2C1=O	-8	3
COc1ccc(S(=O)(=O)Nc2cccc3c2O[C@@H](CN(C)CC2CC2)[C@H](C)CN([C@@H](C)CO)C3=O)cc1	-1	8
Cc1cccc(S(=O)(=O)N(C)C[C@H]2OCc3cnnn3CCCC(=O)N([C@@H](C)CO)C[C@@H]2C)c1	-5	0
O=C(CCCCCCC(=O)Nc1ccccc1O)N/N=C/c1ccc2c(c1)OCCO2	13	9
C[C@H]1CN([C@@H](C)CO)C(=O)c2cc(NC(=O)C3CCCCC3)ccc2O[C@@H]1CN(C)Cc1ccc(-c2ccccc2)cc1	30	-16
C[C@H]1CN([C@@H](C)CO)C(=O)c2cccc(NS(=O)(=O)c3cn(C)cn3)c2O[C@@H]1CN(C)Cc1ccc(-c2ccccc2)cc1	27	1
Cc1noc(C)c1NC(=O)Nc1ccc2c(c1)CC(=O)N([C@H](C)CO)C[C@@H](C)[C@H](CN(C)Cc1ccc(Cl)c(Cl)c1)O2	-4	2
C[C@@H]1CN([C@H](C)CO)C(=O)c2cccc(NC(=O)C3CC3)c2O[C@@H]1CN(C)Cc1ccccc1	-21	-5
COc1ccc(S(=O)(=O)N(C)C[C@H]2Oc3c(NC(=O)c4cnccn4)cccc3C(=O)N([C@H](C)CO)C[C@H]2C)cc1	1	-5
CNC[C@@H]1Oc2ccc(NC(=O)NC3CCCCC3)cc2C(=O)N([C@H](C)CO)C[C@H]1C	-23	6
Cc1ccc(S(=O)(=O)Nc2ccc3c(c2)CC(=O)N([C@@H](C)CO)C[C@@H](C)[C@@H](CN(C)C(=O)NC(C)C)O3)cc1	-6	11
Cc1noc(C)c1NC(=O)Nc1cccc2c1O[C@@H](CN(C)C(=O)Nc1c(C)noc1C)[C@@H](C)CN([C@@H](C)CO)C2=O	1	12
COc1ccc(CN(C)C[C@H]2Oc3c(NC(=O)Nc4ccc(F)cc4)cccc3C(=O)N([C@@H](C)CO)C[C@H]2C)cc1	-15	-20
CC(C)NC(=O)N(C)C[C@H]1Oc2ccc(NC(=O)CCCN(C)C)cc2C(=O)N([C@@H](C)CO)C[C@H]1C	-22	13
C[C@@H]1CN([C@H](C)CO)C(=O)c2cc(NS(=O)(=O)c3ccc(Cl)cc3)ccc2O[C@H]1CN(C)CC1CC1	-22	4
Cc1noc(C)c1S(=O)(=O)N(C)C[C@H]1Oc2ccc(NS(=O)(=O)c3cccs3)cc2C(=O)N([C@@H](C)CO)C[C@H]1C	-2	4
C[C@@H]1CN([C@H](C)CO)C(=O)c2cc(NC(=O)c3ccncc3)ccc2O[C@@H]1CN(C)Cc1ccc(Cl)c(Cl)c1	-1	-4
C[C@H]1CN([C@@H](C)CO)C(=O)c2cc(NS(=O)(=O)c3ccc(Cl)cc3)ccc2O[C@H]1CN(C)S(=O)(=O)c1cn(C)cn1	-1	0
CC(C)NC(=O)N(C)C[C@@H]1Oc2ccc(NC(=O)Nc3ccc(F)cc3)cc2CC(=O)N([C@H](C)CO)C[C@H]1C	-31	2
CC(C)NC(=O)N(C)C[C@@H]1Oc2ccc(NC(=O)c3ccncc3)cc2C(=O)N([C@H](C)CO)C[C@H]1C	-16	9
C[C@@H]1CN([C@H](C)CO)C(=O)c2cccc(NS(=O)(=O)c3ccc(F)cc3)c2O[C@H]1CN(C)C(=O)Nc1ccccc1	-7	14
C[C@H](CO)N1C[C@H](C)[C@H](CN(C)Cc2cccc(O)c2)OCc2cn(nn2)CCCC1=O	-6	.
CC(C)NC(=O)N(C)C[C@@H]1Oc2ccc(NC(=O)C3CCCCC3)cc2C(=O)N([C@H](C)CO)C[C@H]1C	3	3
C[C@H]1CN([C@@H](C)CO)C(=O)c2cccc(NC(=O)Nc3ccc(C(F)(F)F)cc3)c2O[C@H]1CN(C)C(=O)Nc1ccc2c(c1)OCO2	15	-15
C[C@H]1CN([C@@H](C)CO)C(=O)c2cccc(NS(=O)(=O)c3ccc(F)cc3)c2O[C@@H]1CN(C)Cc1ccc(Oc2ccccc2)cc1	30	-10
COc1cccc(-c2cnc3c(c2)C(=O)N([C@H](C)CO)C[C@H](C)[C@H](CN(C)C(=O)Nc2ccc4c(c2)OCO4)O3)c1	6	.
Cc1ccc(S(=O)(=O)N(C)C[C@@H]2Oc3c(NC(=O)C4CC4)cccc3C(=O)N([C@H](C)CO)C[C@@H]2C)cc1	-8	1
C[C@H](CO)N1C[C@H](C)[C@@H](CN(C)Cc2ccc(Cl)c(Cl)c2)Oc2c(NS(=O)(=O)c3cn(C)cn3)cccc2C1=O	16	-2
C[C@@H]1CN([C@H](C)CO)C(=O)c2cc(NC(=O)CCCN(C)C)ccc2O[C@H]1CN(C)S(C)(=O)=O	-24	9
C[C@H]1CN([C@@H](C)CO)C(=O)Cc2cc(NC(=O)Cc3ccccc3)ccc2O[C@@H]1CN(C)Cc1ccccc1	51	0
COc1ccc(NC(=O)N(C)C[C@@H]2Oc3ccc(NC(=O)Nc4ccccc4)cc3C(=O)N([C@H](C)CO)C[C@H]2C)cc1	-15	4
C[C@@H]1CN([C@@H](C)CO)C(=O)CCCn2cc(nn2)CO[C@@H]1CN(C)S(=O)(=O)c1ccc(F)cc1	-3	.
C[C@@H]1CN([C@@H](C)CO)C(=O)CCCn2cc(nn2)CO[C@H]1CN(C)C(=O)Nc1ccc(N2CCCCC2)cc1	-11	.
C[C@@H]1CCCCO[C@@H](CN(C)S(=O)(=O)c2ccccc2)[C@@H](C)CN([C@H](C)CO)C(=O)c2cc(NC(=O)CCCCCC(=O)Nc3ccccc3N)ccc2O1	-17	-11
C[C@H]1CN([C@@H](C)CO)C(=O)c2cccc(NS(=O)(=O)c3ccc(Cl)cc3)c2O[C@@H]1CN(C)S(=O)(=O)c1cccs1	4	2
C[C@H]1CN([C@@H](C)CO)C(=O)Cc2cc(NC(=O)Cc3ccccc3)ccc2O[C@@H]1CN(C)S(=O)(=O)c1cccs1	9	5
Cc1noc(C)c1NC(=O)Nc1cccc2c1O[C@@H](CN(C)C(=O)NC(C)C)[C@H](C)CN([C@@H](C)CO)C2=O	-12	-1
COc1ccc(CN(C)C[C@@H]2Oc3ccc(NC(=O)NC(C)C)cc3CC(=O)N([C@@H](C)CO)C[C@@H]2C)cc1	-5	-4
Cc1noc(C)c1NC(=O)N(C)C[C@H]1Oc2ccc(NS(=O)(=O)c3c(C)noc3C)cc2C(=O)N([C@H](C)CO)C[C@@H]1C	3	1

The listing continues.
SMILES	T cruzi HTS	INS-1E ATP HTS
C[C@@H]1CN([C@@H](C)CO)C(=O)c2cccc(NS(=O)(=O)c3ccccc3)c2O[C@@H]1CN(C)S(=O)(=O)c1ccc(Cl)cc1	15	7
CC(C)NC(=O)Nc1cccc2c1O[C@@H](CN(C)Cc1ccc(Oc3ccccc3)cc1)[C@@H](C)CN([C@H](C)CO)C2=O	-7	-33
C[C@@H]1CN([C@H](C)CO)C(=O)CCCn2cc(nn2)CO[C@H]1CN(C)C(=O)Nc1ccc(-c2cccs2)cc1	-22	.
COc1ccc(S(=O)(=O)N(C)C[C@H]2Oc3ccc(NC(=O)CCCCCC(=O)Nc4ccccc4N)cc3C(=O)N([C@H](C)CO)C[C@@H]2C)cc1	-25	2
C[C@H](CO)N1C[C@H](C)[C@@H](CN(C)CC2CCCCC2)Oc2ccc(NC(=O)CCN3CCOCC3)cc2C1=O	-9	0
CC(C)NC(=O)Nc1ccc2c(c1)C(=O)N([C@H](C)CO)C[C@H](C)[C@H](CN(C)CC1CC1)O2	3	4
C[C@H]1CN([C@@H](C)CO)C(=O)Cc2cc(N(C)C)ccc2O[C@H]1CN(C)Cc1ccc(Oc2ccccc2)cc1	76*	-22
COc1ccc(NC(=O)N(C)C[C@H]2Oc3c(NS(C)(=O)=O)cccc3C(=O)N([C@@H](C)CO)C[C@H]2C)cc1	-13	10
C[C@H]1CN([C@@H](C)CO)C(=O)c2cc(NC(=O)CCCN(C)C)ccc2O[C@@H]1CN(C)Cc1ccccc1	3	2
Cc1ccc(OC(=O)N(C)C[C@@H]2OCc3cn(nn3)CCCC(=O)N([C@H](C)CO)C[C@H]2C)cc1	-10	.
COc1ccc(S(=O)(=O)Nc2ccc3c(c2)C(=O)N([C@H](C)CO)C[C@H](C)[C@@H](CN(C)S(=O)(=O)c2ccc(Cl)cc2)O3)cc1	-2	-3
Cc1noc(C)c1NC(=O)N(C)C[C@@H]1Oc2c(NS(=O)(=O)c3ccccc3)cccc2C(=O)N([C@H](C)CO)C[C@@H]1C	-11	7

Laid out differently: entries from further up.
Each structure is followed by: T cruzi HTS | INS-1E ATP HTS
- C[C@@H]1CN([C@@H](C)CO)C(=O)c2cccc(NS(=O)(=O)c3ccccc3)c2O[C@@H]1CN(C)S(=O)(=O)c1ccc(Cl)cc1
  15 | 7
- CC(C)NC(=O)Nc1cccc2c1O[C@@H](CN(C)Cc1ccc(Oc3ccccc3)cc1)[C@@H](C)CN([C@H](C)CO)C2=O
  -7 | -33
- C[C@@H]1CN([C@H](C)CO)C(=O)CCCn2cc(nn2)CO[C@H]1CN(C)C(=O)Nc1ccc(-c2cccs2)cc1
  -22 | .
- COc1ccc(S(=O)(=O)N(C)C[C@H]2Oc3ccc(NC(=O)CCCCCC(=O)Nc4ccccc4N)cc3C(=O)N([C@H](C)CO)C[C@@H]2C)cc1
  -25 | 2
- C[C@H](CO)N1C[C@H](C)[C@@H](CN(C)CC2CCCCC2)Oc2ccc(NC(=O)CCN3CCOCC3)cc2C1=O
  -9 | 0
- CC(C)NC(=O)Nc1ccc2c(c1)C(=O)N([C@H](C)CO)C[C@H](C)[C@H](CN(C)CC1CC1)O2
  3 | 4
- C[C@H]1CN([C@@H](C)CO)C(=O)Cc2cc(N(C)C)ccc2O[C@H]1CN(C)Cc1ccc(Oc2ccccc2)cc1
  76* | -22
- COc1ccc(NC(=O)N(C)C[C@H]2Oc3c(NS(C)(=O)=O)cccc3C(=O)N([C@@H](C)CO)C[C@H]2C)cc1
  -13 | 10
- C[C@H]1CN([C@@H](C)CO)C(=O)c2cc(NC(=O)CCCN(C)C)ccc2O[C@@H]1CN(C)Cc1ccccc1
  3 | 2
